Screening results as filed in PubChem.
GLS inhibitor: glutaminase GLS (human) inhibition; O94925; GLS enzymatic activity, qHTS titration; Potency, µM (top dose mostly 45.5 µM), for inactives: at the highest dose activity change, negative = inhibition, hits mostly inhibitors; hit rate 0.21% among 410,000; note: potency is the fitted concentration of half-maximal effect; % is set by controls: 0 for no effect and ±100 for the full control effect
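Human kidney-isoform GLS in 45 mM KH2PO4 pH 8.2, 0.02% Tween-20, with compound, started with 1mM L-Glutamine (added stock). Glutamate oxidase/HRP/Amplex red coupled fluorescence read at start and after 30 min at RT.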
JMJD2A Tudor: inhibitors of human JMJD2A Tudor domain; AlphaScreen JMJD2A-Tudor / H3K4me3 peptide binding; Potency, µM (titrated, usually from 114 µM), for inactives: at the highest dose activity change, negative = inhibition, usual class: inhibitors; hit rate 4.4% among 390,000; note: potency is the fitted concentration of half-maximal effect; % is set by controls: 0 for no effect and ±100 for the full control effect; nearly all actives have a fitted effect of over 50% in size
POLH inh: DNA polymerase eta (human) inhibition. Q9Y253. recombinant Pol eta, fluorescent DNA replication assay. Potency, µM (titrated, usually from 114 µM), without a hit: at the highest dose activity change, negative = inhibition, most hits filed as inhibitors. hit rate 1.2% among 390,000. AID 588591; note: potency is the fitted concentration of half-maximal effect; % is set by controls: 0 for no effect and ±100 for the full control effect
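Pol eta (10 nM) was preincubated with compounds for 15 min at room temperature, after which fluorescent replication substrate (50 nM final) was added to start the reaction. Fluorescence was read kinetically at 0 and 10 min.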
G9a block: G9a (human) methyltransferase inhibition. Q96KQ7. G9a H3K9 monomethylation, AlphaScreen, 2 h. Potency, µM (titrated, usually from 102 µM), for the others: at the top dose activity, negative = inhibition, usual class: inhibitors. hit rate 8.8% among 350,000. AID 504332; note: potency is the fitted concentration of half-maximal effect; % is set by controls: 0 for no effect and ±100 for the full control effect; nearly all actives have a fitted effect of over 75% in size
Target sequence (Q96KQ7 913-1193 limits assumed): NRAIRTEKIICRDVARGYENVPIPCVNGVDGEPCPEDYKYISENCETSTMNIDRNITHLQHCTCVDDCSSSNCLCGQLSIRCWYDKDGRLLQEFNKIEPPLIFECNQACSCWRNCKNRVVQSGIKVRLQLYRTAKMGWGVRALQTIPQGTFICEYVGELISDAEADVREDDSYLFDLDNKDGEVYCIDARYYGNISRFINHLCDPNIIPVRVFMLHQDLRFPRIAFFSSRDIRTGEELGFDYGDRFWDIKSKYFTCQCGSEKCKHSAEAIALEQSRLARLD
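Enzyme 20 nM + cpd, 15 min RT; add b-H3K9 pep 500 nM / SAM 20 uM; 2 h RT; anti-H3K9me1 Ab 0.5 ug/mL + SA donor / anti-rabbit acceptor beads 20 ug/mL each, 10 min; AlphaScreen read.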
BAZ2B inh: blocks human BAZ2B | AlphaScreen BAZ2B-H3K14Ac peptide displacement | hit rate 4.4% among 360,000 | Potency, µM (titrated, usually from 114 µM), inactives show top-dose activity change, negative = inhibition, actives largely listed as inhibitors | AID 504333 | Q9UIF8; note: potency is the fitted concentration of half-maximal effect; % is set by controls: 0 for no effect and ±100 for the full control effect; nearly all actives have a fitted effect of over 60% in size
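BAZ2B 50 nM plus b-H3(5-23)K14Ac 50 nM, PBS pH 7.4/0.01% Tween-20, 30 min RT; compound added (max 110 uM), 30 min RT; streptavidin donor/Ni-chelate acceptor beads 10 ug/mL final, 20 min dark; AlphaScreen read.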
Pin1 inh: human Pin1 inhibition. Pin1 FP peptide displacement, HiFluor488, 10 min. Potency, µM (top dose mostly 115 µM), without a hit: at the top dose activity, negative = inhibition, actives largely listed as inhibitors. hit rate 0.009% among 390,000. AID 504891; active = well fitted inhibition curve with a large enough effect in the polarisation, with a control signal flat, not every such curve was filed as active; inconclusive = small, poorly fitted or top-dose-only effect, or effect the other way, or a change in a side signal; inactive = no such curve, though single readings can be large or run the other way; the % refers to the polarisation; note: potency is the fitted concentration of half-maximal effect; % is set by controls: 0 for no effect and ±100 for the full control effect
PI4K2A block: inhibitors of human PI4K2A | purified PI4K2A, ADP-Glo luminescence, 1 h; stronger effect = lower value | AID 1346378 | hit rate 0.13% among 420,000 | activity change, negative = inhibition, % at 76.9 µM; in the data active = activity change below about -50%; inconclusive = mostly about -30% to -49%;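 note: -100% = wells without enzyme as full effect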
Target sequence (Q9BTU6 whole entry, looked up): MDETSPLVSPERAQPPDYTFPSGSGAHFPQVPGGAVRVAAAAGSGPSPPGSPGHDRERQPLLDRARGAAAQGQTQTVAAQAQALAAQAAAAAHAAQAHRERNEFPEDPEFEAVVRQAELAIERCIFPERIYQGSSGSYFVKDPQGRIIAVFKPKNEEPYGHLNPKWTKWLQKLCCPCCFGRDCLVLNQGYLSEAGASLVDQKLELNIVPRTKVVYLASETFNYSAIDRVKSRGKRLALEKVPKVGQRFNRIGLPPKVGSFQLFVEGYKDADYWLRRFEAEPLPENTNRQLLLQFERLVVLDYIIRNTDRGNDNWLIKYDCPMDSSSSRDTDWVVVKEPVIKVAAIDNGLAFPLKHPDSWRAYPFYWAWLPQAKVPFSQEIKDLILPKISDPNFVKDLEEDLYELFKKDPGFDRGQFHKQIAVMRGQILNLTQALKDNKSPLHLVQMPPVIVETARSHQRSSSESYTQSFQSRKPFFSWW
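PI4K2A activity was measured by ADP-Glo luminescence: enzyme (4 ug/mL stock) and phosphatidylinositol (1.2 mM stock) in Tris pH 7.5/MgCl2/EGTA/Triton X-100 buffer were reacted with ATP (300 microM stock) for one hour at ambient temperature.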
HP1b binding inh: blocks HP1-beta chromodomain binding to methylated histone tails; P83916; AlphaScreen HP1-beta / biotin-H3K9me3 peptide binding; Potency, µM (series often up to 114 µM), without a hit: at the highest dose activity change, negative = inhibition, usual class: inhibitors; hit rate 0.56% among 390,000; note: potency is the fitted concentration of half-maximal effect; nearly all actives have a fitted effect of over 70% in size; inactives centre near 23
Target sequence (P83916 whole entry, looked up): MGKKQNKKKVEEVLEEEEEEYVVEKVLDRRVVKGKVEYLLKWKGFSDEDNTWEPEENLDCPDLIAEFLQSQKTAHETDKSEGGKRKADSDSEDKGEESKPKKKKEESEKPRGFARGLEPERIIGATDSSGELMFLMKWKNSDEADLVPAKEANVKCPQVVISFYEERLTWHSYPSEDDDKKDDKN
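Compound inhibition of the preformed complex between 50 nM HP1-beta and 50 nM biotinylated H3K9me3 peptide was read by AlphaScreen. Buffer was PBS pH 7.4 with 0.01% Tween-20. Incubations ran 30 min at room temperature, with 10 ug/mL donor/acceptor beads.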
Tb PGK inh: blocks T. brucei phosphoglycerate kinase. P07378. PGK/GAPDH coupled, Kinase-Glo luminescence, 60 min. Potency, µM (titrated, usually from 57.5 µM), inactives show at the highest dose activity change, negative = inhibition, hits mostly inhibitors. hit rate 0.043% among 380,000; note: potency is the fitted concentration of half-maximal effect; % is set by controls: 0 for no effect and ±100 for the full control effect; nearly all actives have a fitted effect of over 60% in size
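Recombinant glycosomal PGK reaction used 1,3-bisphosphoglycerate generated in-well by GAPDH (100nM final) in 100mM TEA pH 7.6, 5mM MgCl2, 0.01% Tween-20. After 60 minutes at room temperature, ATP was read by Kinase-Glo Plus luminescence end-point.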
The depositor's hits bear a star; i = inactive; u = inconclusive; x = not tested or not shown; [ ] = dose if it differs, or a comment. Unless noted, calls come from the whole dose curve; as a rule, active = well fitted curve in the direction sought with a large enough effect; inconclusive = small, poorly fitted or top-dose-only effect, or another doubt; inactive = no such curve, though single readings can be large; an effect the other way counts as inactive or inconclusive. A portion of the library, so the mix of outcomes need not match the whole.

Sample of the layout (2 entries):
SMILES	GLS inhibitor	JMJD2A Tudor	POLH inh	G9a block	BAZ2B inh	Pin1 inh	PI4K2A block	HP1b binding inh	Tb PGK inh
CC[C@H](C)[C@H](NC(N)=O)C(=O)Nc1ccc(OC)c(Cl)c1	4%	-7%	5%	-2%	-13%	-6%	3	45%[activator]	-1%
CCOC(=O)C1=C(CN(CC)Cc2ccccc2)NC(=O)NC1c1ccc(OC)cc1 (stereo not given)	-11%	-32%	-13%	u	-20%	-1%	5	-12%	-2%

Main list (from the top)
SMILES	GLS inhibitor	JMJD2A Tudor	POLH inh	G9a block	BAZ2B inh	Pin1 inh	PI4K2A block	HP1b binding inh	Tb PGK inh
CC[C@H](C)[C@H](NC(N)=O)C(=O)Nc1ccc(OC)c(Cl)c1	4%	-7%	5%	-2%	-13%	-6%	3	45%[activator]	-1%
CCOC(=O)C1=C(CN(CC)Cc2ccccc2)NC(=O)NC1c1ccc(OC)cc1 (stereo not given)	-11%	-32%	-13%	u	-20%	-1%	5	-12%	-2%
COc1ccc(OC)c(C(c2nnnn2C2CCCC2)N2CCc3ccccc3C2)c1 (stereo not given)	6%	-27%	-18%	u	u	5%	-2	11%	-11%
C=C(C)C1(O)OC(=O)C=C1OC (stereo not given)	-1%	-12%	-2%	6%[59 µM]	-4%	-6%	-2	26%	0%
COC(=O)c1ccccc1NC(=S)N(Cc1ccc2c(c1)OCO2)Cc1cc2cc(C)ccc2[nH]c1=O	-4%	-18%	-25%	-9%[59 µM]	-5%	21%	-1	11%	0%
CCN1C(=O)[C@@H]2[C@@H](c3ccc(SC4CCCCC4)cc3)N3CCC[C@@]3(C(=O)OC)[C@@H]2C1=O	-5%	u	-24%	6%[2.33 µM]	u	9%	1	14%	-2%
CC(=O)C1=C(C)NC(=O)CC1c1ccc(F)cc1 (stereo not given)	0%	-1%[57.1 µM]	-11%	-9%[59 µM]	0%	-2%	3	33%	2%
COc1ccc(OC)c(NC(=O)C2CCCN(S(C)(=O)=O)C2)c1 (stereo not given)	1%	-14%	1%	2%	u	-2%	-6	23%	i
CC(C)Oc1ccc(CNC(=O)c2ccc(NC(=O)c3nsc4ccccc34)cc2)cc1	0%	16%	-4%	7%[59 µM]	12%	27%	-1	32%[57 µM]	-7%
Cc1ccc(S(=O)(=O)CC(=O)NCc2ccc(Cl)cc2)cc1	0%	-2%	-27%	14%[59 µM]	9%	-7%	-2	37%	-1%
Cc1cc(Cl)ccc1NS(=O)(=O)c1c(C(=O)N2CCCCCC2)c(C)n(C)c1C	7%	-32%	-15%	11%[59 µM]	u	0%	0	9%	10%
COC(=O)c1ccc(OC)c(CN2CCCN(Cc3ccc(F)cc3)S2(=O)=O)c1	9%	-8%	-6%	-31%[2.33 µM]	4%	-4%	1	-18%	-1%
CCCN(CC(=O)Nc1c(C)cccc1CC)C(=O)SCC	8%	8%	-2%	15%[59 µM]	4%	1%	-1	10%	10%
CCOC(=O)N1CCC2(CC1)CC(=O)c1c(ccc3oc(C(=O)O)c(C)c13)O2	13%	-5%	-10%	-41%	6%	0%	2	29%	0%
CCN1CCN(c2sc(S(=O)(=O)CC)nc2S(=O)(=O)c2ccc(C)cc2)CC1	2%	x	-10%	x	x	x	4	x	-8%
Cc1ccc(CN2CC(C(=O)Nc3ccc(S(=O)(=O)Nc4cc(C)nc(C)n4)cc3)CC2=O)cc1 (stereo not given)	-3%	-14%	u	14%	-1%	-1%	3	32%	4%
NC1=NC2(CCC(c3ccccc3)CC2)n2c(nc3ccccc32)N1 (stereo not given)	3%	-25%	-18%	u	-10%	6%	11	19%	i
COc1ccc(C)cc1N(C)C(=O)c1c2c(nc3ccccc13)C(=O)N(C1CCCCC1)C2	-8%	-28%	-19%	15%[59 µM]	-7%	-2%	3	u	-5%
COc1ccc(-c2cn3c(C)c(C(=O)Nc4cccc(NC(C)=O)c4)sc3n2)cc1	x	17%	7%	-1%	-8%	-2%	9	24%	-2%
COc1cc(/C=C/C(=O)NCc2nc3ccccc3[nH]2)cc(OC)c1OC	1%	-27%	-10%	-28%	-7%	-4%	5	17%	-1%
COC(=O)CSc1nc(C)cc(C)n1	u	14µM*	1%	-1%	-15%	5%	-2	-10%	i
CCOC(=O)CNNC(=O)Nc1ccc(Cl)c(Cl)c1	0%	-7%	-3%	26%	0%	-7%	3	33%	-6%
CCOC(=O)N1CCN(C(=O)c2ccc([N+](=O)[O-])cc2Cl)CC1	-8%	u	-8%	x	-3%[0.457 µM]	u	-3	2%	i
O=S(=O)(c1ccc(OCC(O)CN2CCN(c3ccc(F)cc3)CC2)cc1)N1CCOCC1 (stereo not given)	u	-14%	1%	-12%	1%	0%	3	9%	-5%
O=C(CSc1nnc(-c2ccc(Br)o2)n1Cc1ccccc1)c1ccccc1F	-5%	u	-11%	4.5µM*	u	99%[activator]	0	19%	-2%

The list continues:
SMILES	GLS inhibitor	JMJD2A Tudor	POLH inh	G9a block	BAZ2B inh	Pin1 inh	PI4K2A block	HP1b binding inh	Tb PGK inh
CCOC(=O)C(C#N)=CN1CCN(C(=O)CCCl)c2ccccc21	3%	-6%	-11%	x	x	-10%	5	28%	5%
CCOP(=O)(O)c1ccccc1OCCOc1ccccc1P(=O)(O)OCC	-5%	-17%	-8%	45µM*	u	1%	-8	81%[activator]	3%[11.5 µM]
Cc1ccccc1-c1cc(C(=O)NCc2cccc(Br)c2)nn1CC1CC(c2cccc([N+](=O)[O-])c2)=NO1 (stereo not given)	5%	-27%	-3%	x	x	8%	2	16%	-11%
O=C(O)CNc1nc(-c2ccccc2)nc2c1oc1ccccc12	-3%	-3%[11.4 µM]	-5%	-35%	0%	-8%	3	27%	-4%
COc1ccccc1C(CNC(=O)c1cccc(NS(=O)(=O)c2ccc(C)c(F)c2)c1)N(C)C (stereo not given)	9%	-20%	-15%	9%[2.33 µM]	-16%	-1%	-1	29%	i
CC(NCc1ccc(OCC(N)=O)cc1)C12CC3CC(CC(C3)C1)C2 (stereo not given)	-3%	-11%	-10%	-3%	6%	-7%	-1	51%[activator]	i
CC(=O)N1CCc2c(sc(NC(=O)CSc3ccc(C)cc3)c2-c2nc3ccccc3s2)C1	1%	-8%	17%	2%[59 µM]	-9%	0%	-2	16%	-2%
COc1cccc(/C=C/c2nc3ccccc3c(=O)n2-c2ccc(C)c(C)c2)c1OC	4%	-18%	-14%	-9%[59 µM]	0%	3%	-3	37%	-6%
O=S(=O)(Oc1ccccc1)c1ccc(Cl)c(Cl)c1	-20%	190%[activator]	-17%	x	x	-8%	0	148%[activator]	-11%
Cc1cc(C)n(CCNC(=O)c2ccco2)n1	-1%	-7%	-24%	u	-20%	0%	1	10%	5%
CCOc1ccc(NC(=O)c2ccccc2NS(C)(=O)=O)cc1	3%	-12%	-19%	11%	7%	-7%	-2	33%	2%
C=CCN(C(=O)c1csnn1)C(C(=O)NC1CCCC1)c1ccc(Cl)cc1 (stereo not given)	-12%	6%	-23%	8%	-14%	-7%	-3	18%	-5%
COc1cc(OC)c(C2C=C(c3ccc(C)cc3)Nc3c(C(=O)Nc4ccccc4)cnn32)cc1OC (stereo not given)	-13%	u	-13%	u	-31%	u	-2	7%	9%
CC1=C(C(=O)Nc2ccccc2Br)C2(CCC(C)CC2)OC1=O (stereo not given)	2%	-7%	x	-21%[59 µM]	-2%	-9%	2	17%	x
Oc1ccc(N=Cc2ccc(-c3cccs3)s2)cc1	33%	35µM*	32µM*	u	u	u	-69*	u	-9%
O=C(O)c1cccc(CN2C(=O)c3ccccc3C2=O)c1	-12%	-2%	-9%	17%	1%	-17%	4	8%	0%
COC(=O)c1cc(Cl)cc2c(C)c(C3(O)CCCCC3)[nH]c12	-2%	21%	-15%	0%	-5%	u	0	76%[activator]	7%
Cc1cc(-c2ccccc2)c2c(=O)[nH][nH]c2n1	11%	-8%	-18%	2%[59 µM]	-2%	4%	-1	20%	6%
COc1cc(OC)c(OC)cc1CNC(=O)CCN1C(=O)c2cccc([N+](=O)[O-])c2C1=O	-11%	-5%	-19%	-4%	-4%	0%	-6	19%	-6%
CC(OC(=O)CCc1ccccc1)C(=O)Nc1ccc(Cl)cn1 (stereo not given)	2%	1%	-9%	38%	11%	-3%	7	26%	-8%

4 entries from above, with values ahead of the structure.
| GLS inhibitor | JMJD2A Tudor | POLH inh | G9a block | BAZ2B inh | Pin1 inh | PI4K2A block | HP1b binding inh | Tb PGK inh | canonical_smiles |
| --- | --- | --- | --- | --- | --- | --- | --- | --- | --- |
| 13% | -5% | -10% | -41% | 6% | 0% | 2 | 29% | 0% | CCOC(=O)N1CCC2(CC1)CC(=O)c1c(ccc3oc(C(=O)O)c(C)c13)O2 |
| 2% | x | -10% | x | x | x | 4 | x | -8% | CCN1CCN(c2sc(S(=O)(=O)CC)nc2S(=O)(=O)c2ccc(C)cc2)CC1 |
| -3% | -14% | u | 14% | -1% | -1% | 3 | 32% | 4% | Cc1ccc(CN2CC(C(=O)Nc3ccc(S(=O)(=O)Nc4cc(C)nc(C)n4)cc3)CC2=O)cc1 (stereo not given) |
| 3% | -25% | -18% | u | -10% | 6% | 11 | 19% | i | NC1=NC2(CCC(c3ccccc3)CC2)n2c(nc3ccccc32)N1 (stereo not given) |
